# Compound activity as filed in PubChem.
# ADAM10 inh: human ADAM10 inhibitors, primary screen, biochemical, QFRET, HTS | recombinant ADAM10, EDANS/DABCYL FRET peptide cleavage, 3 h | inhibition, % at 7 µM | Disintegrin and metalloproteinase domain-containing protein 10 (Homo sapiens), O14672 | hit rate 0.62% among 370,000;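 active = inhibition above a per-campaign cutoff equal to the mean of compounds falling between control-based bounds plus 3 SD, cut at about 20% in these data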;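 also: 0% = DMSO wells while the 100% control is not disclosed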
# Target sequence (O14672 214-748 limits assumed): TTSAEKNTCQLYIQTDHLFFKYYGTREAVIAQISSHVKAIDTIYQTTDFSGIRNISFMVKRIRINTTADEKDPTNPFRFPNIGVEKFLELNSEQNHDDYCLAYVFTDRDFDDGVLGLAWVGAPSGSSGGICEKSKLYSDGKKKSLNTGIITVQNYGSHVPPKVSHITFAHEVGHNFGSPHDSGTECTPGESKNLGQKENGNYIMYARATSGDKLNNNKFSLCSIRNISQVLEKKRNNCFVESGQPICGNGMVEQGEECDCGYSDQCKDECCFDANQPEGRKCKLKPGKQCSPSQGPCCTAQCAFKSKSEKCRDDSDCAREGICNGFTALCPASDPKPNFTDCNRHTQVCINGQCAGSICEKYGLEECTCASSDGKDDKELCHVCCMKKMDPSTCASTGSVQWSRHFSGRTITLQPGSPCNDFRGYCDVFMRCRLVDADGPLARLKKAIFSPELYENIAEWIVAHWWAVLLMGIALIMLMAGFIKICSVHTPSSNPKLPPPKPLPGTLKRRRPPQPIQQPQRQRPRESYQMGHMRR
# FXN GAA850 act: FXN promoter activators, primary screen, cell-based, luciferase luminescence, HEK293 lucGAA850; activation, % at 6 µM; AID 540364, 2011; hit rate 0.56% among 360,000; HEK293 lucGAA850 FXN promoter luciferase reporter, 24 h; percent of 10 µM SAHA response;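 active = activation above the average of all compounds screened plus 3 SD, cutoff fixed separately per campaign, cut at about 7.5% in these data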;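 also: 0% = DMSO wells and 100% = 10 µM SAHA wells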
# NPR1 activator: GC-A stimulated cGMP production enhancers – HEK293 GC-A cells, cGMP TR-FRET, EC30 ANP, primary screen. 0% at EC30 ANP, 100% saturating ANP. hit rate 0.14% among 370,000. AID 1671463, 2021. activation, % at 10 µM; in the data active = activation above about 40%
# ASAP1 GAP inh: inhibitors of human ASAP1 ArfGAP activity, primary screen, biochemical, fluorescence polarization. Arf-GAP with SH3 domain, ANK repeat and PH domain-containing protein 1 (Homo sapiens), …. ASAP1-stimulated ARF1 GTP hydrolysis, GDP FP detection. inhibition, % at 16.5 µM. hit rate 0.19% among 360,000; in the data active = inhibition above about 25%;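 also: 0% = vehicle with enzyme and substrate and 100% = no enzyme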
# KLK7 zymogen act: proKLK7 zymogen activators, primary screen, biochemical, fluorescence intensity; Kallikrein-7 (Homo sapiens), P49862; purified proKLK7, EDANS-DABCYL substrate fluorescence; 100% is mature enzyme control, 0% vehicle; activation, % at 7 µM; hit rate 0.9% among 370,000; AID 652039, 2013;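 active = activation above the mean of all tested compounds plus 3 SD, computed per campaign excluding outliers beyond control limits, cut at about 13% in these data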
# ARFGAP1 inhibitor: inhibitors of rat ARFGAP1 GAP activity, primary screen, biochemical, fluorescence polarization, GDP tracer; ADP-ribosylation factor GTPase-activating protein 1 (Rattus norvegicus), Q62848; Arfgap1-stimulated ARF1 GTP hydrolysis, GDP FP detection; inhibition, % at 16.5 µM; hit rate 0.26% among 360,000; AID 651572, 2012;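 active = inhibition above a per-plate limit, mean inhibition of low control wells plus 3 SD, cut at about 25% in these data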;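 also: 0% = DMSO wells with enzyme and 100% = wells lacking Arfgap1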
#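 material = rat Arfgap1 catalytic domain, aa 1-136 | also added = human ARF1(Δ1-17)-GTP substrate | compound dosing = one concentration, 16.5 µM, DMSO 1.26% | times = GTP hydrolysis reaction 2 h at 25 °C | measured by = FP, GDP Alexa 633 tracer displaced from anti-GDP antibody, 620/688 nm | evaluation = percent inhibition of Arfgap1-stimulated GTP hydrolysis | replication = single well per compound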
# rCAG binder: binders of r(CAG) RNA repeats, primary screen, biochemical, fluorescence; r(CAG) RNA repeat, TO-PRO-1 dye displacement fluorescence; inhibition, % at 3 µM; hit rate 1.3% among 370,000; AID 651821, 2012;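 active = inhibition above the plate cutoff, the mean of all test compounds on that plate plus 3 SD, cut at about 35% in these data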;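 also: 0% = DMSO alone and 100% = 100 µM mitoxantrone as full dye displacement; higher means more dye released from RNA so lower well fluorescence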
# GC-B act: human GC-B receptor activators, primary screen, HEK293 GC-B cells, cGMP TR-FRET, EC30 CNP. Atrial natriuretic peptide receptor 2 (Homo sapiens), P20594. 0% at EC30 CNP, 100% saturating CNP. activation, % at 10 µM. hit rate 0.11% among 370,000;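 active = activation at 10 µM reaching about 35% in either raw or pattern-adjusted values, limit read from the data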
# DDE Tn6 FP inh: inhibitors of Tn6 peptide binding to fibrin DD(E), primary screen, biochemical, fluorescence polarization, human fibrin, Tn6 probe; AID 720509, 2013; hit rate 0.21% among 370,000; inhibition, % at 8.3 µM; Fibrin DD(E) TRITC-Tn6 fluorescence polarization displacement;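 active = inhibition above a per-campaign cutoff: mean of compounds within control limits plus 3 SD, cut at about 15% in these data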;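 also: 0% = median of all compound wells on the plate and 100% = blocking peptide control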
# Target sequence (P02675 whole entry, looked up): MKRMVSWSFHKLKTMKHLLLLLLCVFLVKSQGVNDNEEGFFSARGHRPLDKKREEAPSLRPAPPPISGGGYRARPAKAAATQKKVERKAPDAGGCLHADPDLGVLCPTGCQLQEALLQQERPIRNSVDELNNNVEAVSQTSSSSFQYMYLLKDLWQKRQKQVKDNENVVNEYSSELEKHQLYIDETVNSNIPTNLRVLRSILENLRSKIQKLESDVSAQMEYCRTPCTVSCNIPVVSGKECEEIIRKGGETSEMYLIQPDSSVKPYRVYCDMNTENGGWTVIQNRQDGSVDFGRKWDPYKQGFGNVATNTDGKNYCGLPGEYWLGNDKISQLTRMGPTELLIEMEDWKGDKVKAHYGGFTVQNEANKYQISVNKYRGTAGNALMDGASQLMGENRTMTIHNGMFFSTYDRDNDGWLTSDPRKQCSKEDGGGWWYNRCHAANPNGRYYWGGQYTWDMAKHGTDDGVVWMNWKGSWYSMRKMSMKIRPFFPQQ
# HGIII-sPLA2 inh: human group III sPLA2 inhibitors, primary screen, biochemical, QFRET, BODIPY PC-A2 liposome substrate; hit rate 0.56% among 370,000; QFRET BODIPY PC-A2 liposome hydrolysis, fluorescence; Group 3 secretory phospholipase A2 (Homo sapiens), Q9NZ20; inhibition, % at 12.2 µM; AID 743126, 2013;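 active = inhibition above mean plus 3 SD of compounds lying within the high and low control bounds, cut at about 19% in these data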;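 also: 0% = median of test compound wells and 100% = no enzyme DMSO wells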
# An asterisk follows results filed as active; i = inactive; x = no result given. No enrichment for hits; 4.5% or so of the library scored in one or more.
1) Cc1cc(OCCCC(=O)Nc2cc(S(=O)(=O)N3CCOCC3)ccc2N2CCOCC2)ccc1Cl
2) O=C(COC(=O)Cc1ccc(S(=O)(=O)N2CCOCC2)s1)Nc1ccc([N+](=O)[O-])cc1
3) CC(=O)N1CCN(c2ccccc2NC(=O)COc2ccc(Cl)cc2Cl)CC1
4) COc1ccccc1C(C#N)N1N=C(C)CC1(C)C (stereo not given)
5) O=C(O/N=C1\CCCc2ccccc21)c1ccc(F)cc1
6) O=C(c1ccccc1)N1CCn2c(nc3ccccc32)C1
7) O=C(/C=C/c1ccc([N+](=O)[O-])cc1)NCc1cccs1
8) C=C(C1=CCN(S(=O)(=O)C(C)(C)C)[C@H]1CCO)c1ccccc1

screen / no.,1,2,3,4,5,6,7,8
ADAM10 inh,-9,2,9,-1,-1,-6,3,1
FXN GAA850 act,4.1,0.7,-4.7,1.2,2.4,-0.3,3.8,1.6
NPR1 activator,-5,-5,-10,1,-5,2,-2,-1
ASAP1 GAP inh,1,0,3,-4,4,-16,-6,-1
KLK7 zymogen act,0.3,-0.6,0.6,-0.2,0.1,-2.7,-0.1,-0.2
ARFGAP1 inhibitor,-2,-8,0,-2,10,-1,-4,3
rCAG binder,2,11,-7,2,-4,0,3,4
GC-B act,-2,0,-12,6,-3,5,7,-1
DDE Tn6 FP inh,6,-2,0,-8,-3,-5,-1,-3
HGIII-sPLA2 inh,2,-55,-23,1,-4,-1,10,-1

9) Cc1ccc(CNC(=O)C2CN(S(C)(=O)=O)c3cc(Cl)ccc3O2)cc1 (stereo not given)
10) N#CC1=C(SCc2ccccc2)NC2=C(C(=O)CCC2)C1c1ccc2c(c1)OCO2 (stereo not given)
11) Cn1c(NCc2cccs2)nc2ccccc21
12) CNC(=O)c1[nH]cnc1C(=O)N[C@@H](CC(C)C)C(=O)OCc1ccccc1
13) Nc1c(C(=O)NCc2ccco2)c2nc3ccccc3nc2n1CCc1ccccc1
14) COC(=O)c1cc(NC(=O)CN2CCc3cc4c(cc3C2)OCCCO4)cc(C(=O)OC)c1
15) CCCC(=O)Nc1ccc2nc(SCC(=O)Nc3nccs3)sc2c1
16) CCOc1ccccc1NC(=O)C(C)N1C(=O)c2ccccc2S1(=O)=O (stereo not given)

screen / no.,9,10,11,12,13,14,15,16
ADAM10 inh,2,11,-7,-1,i,-15,-7,5
FXN GAA850 act,-2.2,1.7,2.1,-2.3,1.0,0.0,0.4,2.2
NPR1 activator,-9,10,-5,-9,-12,-22,5,-1
ASAP1 GAP inh,-9,-3,3,10,3,8,-1,3
KLK7 zymogen act,0.2,0.7,-0.1,0.2,-34,0.0,0.2,0.0
ARFGAP1 inhibitor,4,-5,10,-7,9,2,0,-1
rCAG binder,-3,9,-2,-9,21,-1,0,0
GC-B act,-6,12,2,-13,-9,-3,6,7
DDE Tn6 FP inh,0,7,2,4,6,6,3,2
HGIII-sPLA2 inh,-6,4,9,-24,-13,2,6,-8

17) O=C(OCC#CCSc1nnc(-c2cccc3ccccc23)o1)c1ccc(C(F)(F)F)cc1
18) COc1ccc(S(=O)(=O)N2CCCOC2CNC(=O)C(=O)NCc2cccnc2)cc1 (stereo not given)
19) CCc1sc(C(=O)Nc2ccc(OC)c(S(=O)(=O)N3CCOCC3)c2)cc1C
20) CSCCC(=O)Nc1cc(S(=O)(=O)N2CCOCC2)ccc1N1CCN(C)CC1
21) CNC(=S)NCCc1cc2c(OC)ccc(OC)c2[nH]c1=O
22) CC1CCC(NC(=O)C(NS(=O)(=O)c2ccc(Br)cc2)C(C)C)CC1 (stereo not given)
23) CN(C)c1cccc(N(C)C)c1CNC(=O)NC(=O)c1c(F)cccc1F
24) O=C(NNS(=O)(=O)c1ccc(F)cc1)c1ccccc1O

screen / no.,17,18,19,20,21,22,23,24
ADAM10 inh,-3,-2,-15,1,-7,-5,12,-6
FXN GAA850 act,x,1.4,-2.4,1.9,1.8,-3.3,-0.9,-1.4
NPR1 activator,-1,0,3,2,0,1,0,5
ASAP1 GAP inh,x,-19,12,-5,3,1,-2,-9
KLK7 zymogen act,x,-0.8,-0.4,-0.3,0.7,0.2,-0.3,0.4
ARFGAP1 inhibitor,x,0,1,4,1,9,-6,-4
rCAG binder,x,5,2,1,0,1,-10,1
GC-B act,1,1,0,3,-8,4,4,5
DDE Tn6 FP inh,0,-1,4,-3,6,12,1,-8
HGIII-sPLA2 inh,-2,-7,-2,8,6,-4,-1,9

# Only rCAG binder and ASAP1 GAP inh, for some of the entries so far:
entry | smiles | rCAG binder | ASAP1 GAP inh
19 | CCc1sc(C(=O)Nc2ccc(OC)c(S(=O)(=O)N3CCOCC3)c2)cc1C | 2 | 12
20 | CSCCC(=O)Nc1cc(S(=O)(=O)N2CCOCC2)ccc1N1CCN(C)CC1 | 1 | -5
21 | CNC(=S)NCCc1cc2c(OC)ccc(OC)c2[nH]c1=O | 0 | 3

# Following part.
25) COc1cc2c(cc1NC(=O)CSc1ccccc1)oc1ccccc12
26) O=C(CNC(=O)c1ccco1)OCN1C(=O)c2ccccc2C1=O
27) O=C(c1cnc2sccn2c1=O)N1CCc2ccccc2C1
28) Cc1ccc(OCC(=O)NCCO)cc1C
29) O=C(COC(=O)c1cc[n+]([O-])cc1)Nc1ccc(Br)cc1
30) C/C(=N\N(Cc1ccccc1)c1ccccc1)c1cccnc1
31) COc1ccc(C(CNC(=O)c2cc(C)oc2C)N2CCOCC2)cc1 (stereo not given)
32) COc1cc(CN2CCC(n3nccc3NC(=O)CCCc3ccccc3)CC2)ccc1F

screen / no.,25,26,27,28,29,30,31,32
ADAM10 inh,-4,-9,-31,5,2,0,0,0
FXN GAA850 act,1.5,-0.8,0.2,-1.4,2.4,1.6,1.1,-2.0
NPR1 activator,-4,1,5,0,1,-12,-16,-15
ASAP1 GAP inh,-3,-5,-11,1,1,-7,2,-1
KLK7 zymogen act,-3.4,0.0,-0.1,0.4,-0.4,0.6,0.7,0.3
ARFGAP1 inhibitor,4,-6,10,-3,0,1,13,5
rCAG binder,11,4,2,2,6,-7,4,-9
GC-B act,-6,2,-6,2,-3,-2,-6,-17
DDE Tn6 FP inh,-3,4,10,1,-2,-1,-12,5
HGIII-sPLA2 inh,-7,12,5,-1,-10,-4,10,-13

33) CC(=O)NC(Cc1ccccc1)C(=O)N1CCN(C(=S)NCC(C)C)CC1 (stereo not given)
34) CC(C)(C)c1ccc(S(=O)(=O)Nc2cccnc2)cc1
35) FC(F)(F)c1cc(-c2ccco2)nc(-n2nc(C(F)(F)F)cc2C2CC2)n1
36) C=CCN1C(=O)[C@H](CC(=O)NCc2cccc(C(F)(F)F)c2)[C@@]2(C(=O)OCC)CCCC=C12
37) Cc1ccc(NC(=S)NNC(=O)c2cn(C)nc2C)cc1
38) COc1ccc(NC(=O)c2cc(-c3cc(C)cc(F)c3)n[nH]2)cc1OC
39) CC(C)N(C(=O)C(=O)c1cccn1-c1ccccc1C#N)C(C)C
40) CC(=O)Nc1ccc(NS(=O)(=O)c2cc(C)sc2C)cc1

screen / no.,33,34,35,36,37,38,39,40
ADAM10 inh,-5,4,-17,0,3,26*,10,-6
FXN GAA850 act,-0.7,2.3,2.8,x,1.2,-0.9,-0.6,-2.8
NPR1 activator,1,1,2,1,2,1,-2,1
ASAP1 GAP inh,-3,5,-9,x,5,-8,3,2
KLK7 zymogen act,-0.4,0.3,-0.2,0.6,-0.1,-0.6,0.1,0.1
ARFGAP1 inhibitor,-2,1,6,x,-8,8,7,-13
rCAG binder,-5,5,-3,3,0,6,1,-1
GC-B act,3,1,6,2,0,1,4,7
DDE Tn6 FP inh,4,6,1,6,0,0,3,-10
HGIII-sPLA2 inh,2,-12,-2,-13,4,-24,-3,-1

41) CCOc1ccc2[nH]c3nc(SCC(=O)OC(C)C)nnc3c2c1
42) Cc1[nH]c2ccccc2c1C(C[N+](=O)[O-])c1ccco1 (stereo not given)
43) COc1ccc(C2c3ccc(O)cc3Oc3ncn4nc(-c5ccccn5)nc4c32)cc1OC (stereo not given)
44) CC(C)NC(=O)C1(c2ccccc2)CCOCC1
45) COc1ccc(S(=O)(=O)Nc2nnc(C(C)(C)C)s2)cc1
46) CCOC(=O)C1CCN(C=Nc2cc(C)on2)CC1
47) Cc1cccc(OCCNC(=O)c2ncn[nH]2)c1
48) CCC(C)c1ccccc1NC(=O)C(C)OC(=O)c1ccco1 (stereo not given)

screen / no.,41,42,43,44,45,46,47,48
ADAM10 inh,1,-13,0,-2,-2,-4,-3,-6
FXN GAA850 act,1.0,-0.8,3.2,0.5,-1.3,-0.6,2.5,0.6
NPR1 activator,-3,2,15,8,5,5,3,-4
ASAP1 GAP inh,-6,7,-18,-8,-1,4,16,-6
KLK7 zymogen act,0.8,2.4,-0.5,-0.2,0.0,-0.7,0.3,0.2
ARFGAP1 inhibitor,4,-10,3,4,-5,-9,1,6
rCAG binder,1,13,9,0,8,0,-1,-4
GC-B act,-12,0,4,-6,4,-2,3,2
DDE Tn6 FP inh,-1,-6,5,-4,9,0,1,3
HGIII-sPLA2 inh,5,-17,-31,5,-5,4,-14,5

49) c1ccc(-c2nc[nH]c2-c2ccccc2)cc1
50) COc1ccc(CN(CC2CCC(C(=O)O)CC2)C(=S)Nc2ccc(C)c(Cl)c2)cc1 (stereo not given)
51) O=C(CCc1nnc2ccc(NCc3ccc(Cl)cc3)nn12)NC1CCCCC1
52) CCC(C)[C@H](NC(=O)[C@@H]1Cc2c([nH]c3ccccc23)C2c3ccccc3C(=O)N21)C(=O)N1CCC[C@@H]1C(=O)O (stereo not given in full)
53) COc1ccc(C(=O)Nc2cc(C)nn2-c2ccc(F)cc2)cc1

screen / no.,49,50,51,52,53
ADAM10 inh,3,-11,-3,-117,9
FXN GAA850 act,-4.6,2.4,-1.0,-4.0,0.3
NPR1 activator,1,-1,-4,3,0
ASAP1 GAP inh,10,4,6,14,6
KLK7 zymogen act,-0.1,-0.3,0.4,-1.6,0.7
ARFGAP1 inhibitor,-9,11,13,10,3
rCAG binder,-1,35*,-1,33,2
GC-B act,-10,-2,2,-10,2
DDE Tn6 FP inh,7,1,0,3,-8
HGIII-sPLA2 inh,-2,3,0,5,2
